# SW480 rereplic – A quantitative high throughput screen for small molecules that induce DNA re-replication in SW480 colon adenocarcinoma cells; SW480 DNA re-replication, Hoechst DNA content imaging, 48 h; Potency, µM (series often up to 46.1 µM), without a hit: at the highest dose re-replication activation, actives largely listed as activators; 340,000 tested, 1.8% active; AID 624297, 2012; also: potency is read from the fitted curve at half-maximal effect; % of control where 0% means no effect; nearly all actives have a fitted effect of over 55% in size
#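 Hoechst fluorescence of nuclei (405 nm excitation, 500-530 nm emission) measured by plate-scanning imager after 48 hr compound exposure at 37 C; re-replication scored as increased number of nuclei with elevated intensity.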
# HT1080 IDH1KD tx – qHTS for induction of synthetic lethality in tumor cells producing 2HG: qHTS for the HT-1080-IDH1KD cell line | HT-1080 IDH1 knockdown viability, ATP luminescence, 48 h | Potency, µM (titrated, usually from 46.1 µM), inactives show at the highest dose activity, negative = toxicity, usual class: cytotoxic | 360,000 tested, 2% active;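 also: potency is read from the fitted curve at half-maximal effect; 0% = DMSO wells and -100% = cell-free medium wells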
#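 % activity derives from luminescence (CellTiter-Glo), normalised to DMSO and no-cell wells. HT-1080-IDH1KD cells, 750/well, had 48 h compound exposure at 37 °C.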
# IL1B secr inh – qHTS for Inhibitors of Inflammasome Signaling: IL-1-beta AlphaLISA Primary Screen | THP-1 LPS/ATP IL-1B secretion, AlphaLISA, 16 h; hits give low values | activity change, % at 57.5 µM | 360,000 tested, 4.7% active | AID 743279, 2014; in the data active = activity change below about -50%; inconclusive = mostly about -30% to -49%; also: % is scaled to controls: 0 for no effect and ±100 for the full control effect
#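 Secreted IL-1B measured by AlphaLISA bead assay after 16 h compound exposure of THP-1 cells; compounds (final up to 57.5 uM) added 1 h before LPS (250 ng/mL) and ATP (1.25 mM) stimulation; lower signal means less secretion.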
# KB-3-1 tox – qHTS assay for MDR1-selective chemotherapeutics: Primary screen using the parental adenocarcinoma cell KB-3-1. KB-3-1 viability, CellTiter-Glo ATP luminescence, 72 h. Potency, µM (doses to about 46.1 µM), for inactives: at the top dose activity change, negative = cytotoxic, most hits filed as cytotoxic. 400,000 tested, 1.4% active; also: potency is read from the fitted curve at half-maximal effect; % is scaled to controls: 0 for no effect and ±100 for the full control effect; nearly all actives have a fitted effect of over 60% in size
#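 72 h, 37 °C compound treatment of KB-3-1 parental cells; CellTiter-Glo added, 10 min, luminescence read. Data corrected against DMSO-only plates and normalized before curve fitting.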
# MCF10A rerep – A quantitative high throughput screen for small molecules that induce DNA re-replication in MCF 10a normal breast cells | Potency, µM (titrated, usually from 46.1 µM), for inactives: at the top dose activity, positive = re-replication, usual class: activators | MCF 10A DNA re-replication, Hoechst nuclear intensity, 48 h | 350,000 tested, 2.9% active; also: potency is read from the fitted curve at half-maximal effect; % of control where 0% means no effect; nearly all actives have a fitted effect of over 50% in size
# HT1080-NT tox – qHTS for induction of synthetic lethality in tumor cells producing 2HG: qHTS for the HT-1080-NT fibrosarcoma cell line | Potency, µM (top dose mostly 46.1 µM), inactives show at the highest dose activity, negative = less viability, most hits filed as cytotoxic | HT-1080-NT fibrosarcoma viability, CellTiter-Glo ATP luminescence, 48 h | 360,000 tested, 1.6% active | AID 686970, 2013;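 also: NT is the 2HG producing partner of a matched IDH1 knockdown line; potency is read from the fitted curve at half-maximal effect; 0% = DMSO-treated cells and -100% = media-only wells without cells; nearly all actives have a fitted effect of over 55% in size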
#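 A 48-hour cytotoxicity screen used HT-1080-NT cells plated 2 hours before compound delivery. ATP-based CellTiter-Glo luminescence measured viability, normalized to DMSO and no-cell controls.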
# DRD3 agonist – qHTS of D3 Dopamine Receptor Agonist: qHTS. D3R DiscoveRx beta-arrestin cells, luminescence, 90 min. D(3) dopamine receptor (Homo sapiens), P35462. max activation, %. 410,000 tested, 0.58% active; in the data active = max activation above about 30%; also: 0% is about no effect; mostly tested at two doses, the higher about 12 µM
# Target sequence (P35462 whole entry, looked up): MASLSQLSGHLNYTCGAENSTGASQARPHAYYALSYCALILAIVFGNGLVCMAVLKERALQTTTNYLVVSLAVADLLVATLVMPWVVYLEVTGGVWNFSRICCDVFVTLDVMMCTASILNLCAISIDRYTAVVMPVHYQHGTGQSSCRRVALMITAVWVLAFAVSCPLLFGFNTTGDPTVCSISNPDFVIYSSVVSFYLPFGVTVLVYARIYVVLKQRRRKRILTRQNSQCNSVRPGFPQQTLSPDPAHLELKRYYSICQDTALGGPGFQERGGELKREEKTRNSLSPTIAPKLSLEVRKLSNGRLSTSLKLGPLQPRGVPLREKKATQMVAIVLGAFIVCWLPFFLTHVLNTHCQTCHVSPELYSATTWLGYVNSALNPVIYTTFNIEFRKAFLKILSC
#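 Cells at 1500/well, incubated overnight, then treated with pinned compounds (dopamine as control) for 90 min at 37 degrees C. DiscoveRx reagent added for 30 - 60 minutes at room temperature; luminescence read.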
# GLP1R cytotox – qHTS of GLP-1 Receptor Inverse Agonists: Cytotox Screen; Potency, µM (top dose mostly 38.3 µM), inactives show top-dose activity change, negative = inhibition, most hits filed as inhibitors; HEK293 cAMP-luciferase reporter cells, luminescence, 24 h; 410,000 tested, 0.13% active;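 also: loss of luciferase light is scored as toxicity; potency is read from the fitted curve at half-maximal effect; % is scaled to controls: 0 for no effect and ±100 for the full control effect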
#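 A 23 nL compound transfer followed 12 hours of cell culture at 37 deg C; exposure then lasted 24 hr. Luciferase assay detection reagent was dispensed and plates read for luminescence after a 12 min room-temperature wait.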
# KB-V1 MDR tox – qHTS assay for MDR1-selective chemotherapeutics: Primary screen using the drug-selected MDR subline cells KB-V1; KB-V1 MDR cells viability, CellTiter-Glo, 72 h; Potency, µM (top dose mostly 46.1 µM), without a hit: at the highest dose activity change, negative = cytotoxicity, most hits filed as cytotoxic; 400,000 tested, 3.4% active; also: potency is read from the fitted curve at half-maximal effect; % is scaled to controls: 0 for no effect and ±100 for the full control effect; nearly all actives have a fitted effect of over 60% in size
#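 KB-V1 cells (P-gp-expressing MDR subline of KB-3-1) in phenol-red-free DMEM with 10% FBS were exposed to library compounds over a concentration series for 72 h at 37 degrees C. Viability read by CellTiter-Glo luminescence; concentration-effect curves fitted after normalization.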
# Starred values were filed as active, the others as inactive; i = inactive; ? = inconclusive; nt = not tested or not shown; [ ] = another dose, or the depositor's remark. Unless noted, calls follow the shape of the dose curve; as a rule, active = well fitted curve in the direction sought with a large enough effect; inconclusive = small, poorly fitted or top-dose-only effect, or another doubt; inactive = no such curve, though single readings can be large; an effect the other way counts as inactive or inconclusive.
SMILES,SW480 rereplic,HT1080 IDH1KD tx,IL1B secr inh,KB-3-1 tox,MCF10A rerep,HT1080-NT tox,DRD3 agonist,GLP1R cytotox,KB-V1 MDR tox
O=C(OCc1ccccc1)N1C[C@H](O)[C@H](O)C[C@@H]1c1c(Cl)cccc1Br,nt,0%,11,0%,nt,12%,7,-8%,29%
COc1ccc(CNC(=O)C(=O)NCC(c2ccco2)S(=O)(=O)c2ccc(Cl)cc2)cc1 (stereo not given),nt,nt,nt,-1%,nt,nt,4,-10%,-13%
CC(=O)Nc1sc(N/N=C\c2ccc(O)cc2)nc1-c1cccs1,11%,1%,14,4%,0%,5%,3,-13%,22%
CC(=O)Nc1ccc(Sc2ncccc2C(=O)Nc2ccc(F)cc2)cn1,-5%,?,61,-1%,0%,?,-4,?,-13%
Cc1cc(C(=O)COC(=O)c2ccc(O)cc2O)c(C)n1C(C)C,-9%,-19%,7,-12%,5%,-15%,1,-9%,-1%
CS(=O)(=O)NCc1nnc(SCc2ccc(C(F)(F)F)cc2)o1,-2%,18%,11,7%,-2%,11%,-21,-49%,12%
O=C(CSc1nnc(-c2cnccn2)n1Cc1ccco1)Nc1ccc(Br)cc1,2%,4%,6,-8%,2%,3%,0,-9%,-20%
COc1ccc(-c2csc(Nc3ccccn3)n2)cc1,1%,-11%,-86*,-16%,0%,-21%,5,19%,-5%
CCC(C)NC(=O)c1[nH]c(C)c(C(=O)OC)c1C (stereo not given),0%,11%,8,2%,6%,13%,3,-16%,-12%
Cc1oc2cc3oc(=O)c(CC(=O)N[C@@H](C)C(=O)NC(Cc4ccc(Cl)cc4)C(=O)O)c(C)c3cc2c1C (stereo not given in full),-30%,8%,15,0%,5%,12%,22,1%,9%
COc1cccc(N2CC(C(=O)Nc3nnc(SCc4ccccn4)s3)CC2=O)c1 (stereo not given),-6%,14%,35,?,4%,1%,8,-3%,-8%
COc1ccc2cc(C3=CCCC3(C)C(=O)O)ccc2c1 (stereo not given),-3%,4%,20,2%,8%,-2%,7,-4%,0%
Cc1cc(C)n(C(=O)CNC(=O)c2ccccc2F)n1,-1%,10%,-3,26%,17%,12%,1,11%,17%
Cc1sccc1/C=N/NC(=O)c1cccc2ccccc12,0%,-5%,0,1%,?,-6%,-5,-22%,?
Cc1c(Cl)cccc1NC(=O)CNc1cccc(C(F)(F)F)c1,nt,-13%,9,0%,-2%,-13%,-8,-3%,-25%
COc1ccc(CC(=O)OCN2C(=O)c3ccccc3C2=O)cc1OC,-1%,14%,0,-2%,0%,28%,-8,?,13%
Cc1cc(S(=O)(=O)Nc2c(C(=O)O)[nH]c3ccccc23)ccc1F,-3%,1%,21,0%,-4%,0%,-11,3%,-5%
COc1cc(/C=C2\SC(=S)N(CC(=O)Nc3cccnc3)C2=O)cc(OC)c1OC,-8%,-9%,-3,28%,11%,-9%,5,3%,-3%
COc1ccc(S(=O)(=O)N2CCN(C(=O)CN3C(=O)NC4(CCCC4)C3=O)CC2)cc1,-7%,2%,-14,0%,-7%,2%,1,-11%,0%
Cn1c2ccccc2c(=O)c2ccc(Cl)cc21,nt,0%,-25,?,nt,-1%,2,168%[activator],13µM*
O=C(NCC1CCCO1)C(c1cccnc1)N(C(=O)Cc1cccs1)c1ccccc1 (stereo not given),4%,16%,12,1%,1%,0%,2,-28%,?
COc1ccc2nnc(-c3ccccc3)n2n1,-1%,0%,-2,12%,8%,7%,5,-4%,-8%
CCOc1ccc(NC(=O)C2=C(C)NC(=S)NC2c2ccc(O)c(OC)c2)cc1 (stereo not given),36%,-3%,7,0%,-3%,-1%,-9,0%,?
C[C@H]1COC(=O)[C@H](CC(=O)OC(C)(C)C)C/C=C\C[C@H](CC(=O)N(CCO)Cc2ccccc2)C(=O)N1,-14%,4%,11,17%,9%,3%,3,-9%,9%
Cn1c(=O)c2c(nc(-n3ccnc3)n2C)n(C)c1=O,-4%,11%,0,1%,-13%,14%,-2,-5%,?
COc1cc(OC)cc(C(=O)O/N=C(\N)c2ccncc2)c1,-4%,17%,-16,4%,-35%[inhibitor],11%,4,5%,-51%
O=C(COC(=O)/C=C/c1ccccc1[N+](=O)[O-])NCC1CCCO1 (stereo not given),-42%[inhibitor],-1%,0,-1%,-1%,1%,2,13%,4%
O=C(NCc1ccc(F)cc1)C(C(=O)NCc1ccc(F)cc1)c1ncc(C(F)(F)F)cc1Cl,16%,-1%,3,0%,3%,0%,-5,-13%,-10%
COC(=O)c1ccc(-c2nc(CN3CCN(Cc4cccc(C)c4)CC3)c(C)o2)cc1,-1%,12%,7,2%,1%,8%,-4,-2%,22%
Cc1cc(C)cc(OC2CCCCC2NS(=O)(=O)c2ccccc2)c1 (stereo not given),0%,-14%,51,-2%,-1%,-13%,3,-11%,0%
O=C(Nc1nc2ccc(F)cc2s1)C1CCN(S(=O)(=O)c2cc([N+](=O)[O-])ccc2Cl)CC1,?,?,-91*,15µM*,?,?,-12,-7%,15µM*
Cc1ccc(-n2c(SCC(N)=O)nnc2-c2cccnc2)c(C)c1,-6%,-1%,-15,-4%,1%,-4%,-5,-18%,-12%
COC(=O)C(CC(=O)Nc1cc(C)ccc1C)Nc1ccccc1OC (stereo not given),-9%,2%,5,3%,-5%,12%,5,-4%,0%
C=C(C)CNC(=S)N/N=C(\C)c1ccc(-n2ccnc2)cc1,-5%,0%,-7,8%,?,5%,1,?,15µM*
COc1ccc(-c2cc3onc(-c4c(Cl)cccc4Cl)c3c(=O)n2C)cc1,18%,-2%,21,?,?,-3%,-4,15%,0%
COC(=O)[C@]12CCCCC=C1N(Cc1ccc3c(c1)OCO3)C(=O)[C@H](CC(=O)NCc1cccs1)C2,nt,-13%,?,-14%,nt,-17%,3,2%,-27%
O=C(c1cccc(S(=O)(=O)NCc2ccccc2)c1)N1CCN(c2cccc(C(F)(F)F)c2)CC1,?,?,i,?,?,?,-1,?,16µM*
C=CCSc1nc(N)c(NC(=O)c2ccco2)c(=O)[nH]1,1%,8%,-1,-7%,-1%,18%,-2,9%,14%
CC(C)Oc1ccc(S(=O)(=O)N2CCOCC2)cc1NC(=O)c1cc([N+](=O)[O-])ccc1N1CCOCC1,?,2%,-2,23%,8%,9%,1,-21%,3%
O=C1NC(=O)C2(COC(c3cccc([N+](=O)[O-])c3)OC2)S1 (stereo not given),-7%,3%,0,-9%,-11%,1%,3,-2%,7%
CCN(CC)C(=O)Cn1cc(S(=O)(=O)CC(=O)NCCc2ccccc2)c2ccccc21,4%,1%,-11,nt,1%,7%,12,13%,nt
COc1ccc(F)cc1-c1cc(C(=O)Nc2ccc(NC(C)=O)cc2)[nH]n1,nt,-12%,nt,0%,nt,-9%,-2,-17%,3%
O=S1(=O)N[C@@H](Cc2ccccc2)COc2cccc(N3CCSCC3)c21,nt,2%,12,14%,nt,-3%,3,0%,0%
COc1ccc(CCNC(=O)CN2C(=O)NC(CCSC)C2=O)cc1 (stereo not given),-6%,9%,13,14%,11%,-7%,7,-2%,24%
COc1ccc(CNCCCNCc2ccc(OC)c(OC)c2)cc1OC,?,-7%,?,4%,?,-3%,-16,-27%,12%
CCOC(=O)c1c(-c2ccccc2)cn2ccccc12,8%,-1%,3,0%,0%,0%,-8,11%,-12%
Cc1cc(O)cc(=O)n1C,-5%,20%,-5,5%,-5%,12%,7,6%,16%
O=C(NCC1CCCO1)C1CC(c2ccccc2Cl)=NO1 (stereo not given),-3%,-25%,-3,3%,-3%,-7%,-7,2%,-3%
C=CCn1c2ccccc2c(=O)c2cc(C#Cc3cc(OC)cc(OC)c3)ccc21,6.5µM*,-2%,0,-18%,?,11%,50*,56%[activator],-8%
O=C(Cn1cc(C(=O)c2ccco2)c2ccccc21)Nc1ccc(Br)cc1,nt,nt,nt,12%,nt,nt,-16,2%,10%
N#CCC(=O)N/N=C/c1cn(Cc2cccc3ccccc23)c2ccccc12,15µM*,10µM*,0,?,5.2µM*,?,-3,-12%,-22%
O=C(Cc1ccccc1)NCc1cccnc1,-5%,4%,5,-10%,2%,3%,11,-1%[0.307 µM],12%
COc1cc(NC(=O)Cn2c(=O)oc3cc(S(=O)(=O)N4CCCCCC4)ccc32)cc(OC)c1,nt,nt,nt,-14%,nt,nt,-2,1%,?
